PhoP inhibition = inhibitors of PhoP regulon expression, primary screen, Salmonella Typhimurium, GFP reporter (AID 1863) | S. Typhimurium PhoP-regulated promoter GFP reporter, 4 h; higher % means a stronger effect | one-dose inhibition, % at 50 µM; IC50 in µM for titrated hits | actives 0.16% (n = 300,000);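 active means inhibition over 29.93%, a cutoff 3 SD above the screen mean, later confirmed by dose response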;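 further: 0% = low Mg2+ inducing control and 100% = high Mg2+ repressing control; strong numbers were not always called active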
Hep lipid drop = inhibitors of hepatocyte lipid droplet formation, primary screen, imaging, high-throughput imaging, BODIPY stain. inhibition, % at 6.5 µM. actives 0.4% (n = 240,000). AML12 mouse hepatocytes, oleate lipid droplets;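 active means lipid droplet intensity inhibited by at least 50%, with more than 500 cells counted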
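System: AML12 hepatocytes (mouse). Probe or stimulus: oleic acid at 100 µM to induce lipid droplet formation. Times: overnight treatment with compound plus oleate. Detection: Image-based BODIPY and DAPI two-channel analysis. Evaluation: percent inhibition of filter-corrected integrated lipid droplet intensity per well.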
T cell HTS = modulators of CD8 T cell-vesicle binding, primary screen, mouse 2C CD8+ T cells, flow cytometry | 2C CD8+ T cell-vesicle binding; active compounds read low | calls only at 7 µM | actives 0.068% (n = 330,000) | AID 2052, 2009;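 active means response, share of CD8 T cells binding vesicles, and their 90th percentile fluorescence all below set limits, cut at about 80% in these data, passing the limit was not always enough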
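Test system: purified 2C TCR transgenic mouse naive CD8+ T cells. Probe or stimulus: QL9-peptide-loaded Drosophila micro-vesicles bearing Ld, ICAM-1 and B7-1. Incubation: binding step 1.5 h, 37 °C, antibody labelling 20 min, ice. Measured by: flow cytometry of vesicle-bound cells.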
Hep lipid drop cells 6.5 µM = recorded beside Hep lipid drop, whose call it bears; cell count; measured here: cell count, cytotoxicity flag;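 cells counted across two imaged fields per well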
T cell HTS vesicle-bound % = further read-out of T cell HTS, marked with its call; double positive events, %; measured here: CD8+ vesicle-bound cell fraction;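 binding gate set so that unloaded-vesicle control wells show 10% double positive cells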
An asterisk follows results filed as active; i = inactive. These rows are one share of the data (hit frequency here may not be typical).

SMILES	PhoP inhibition	Hep lipid drop	Hep lipid drop cells 6.5 µM	T cell HTS	T cell HTS vesicle-bound %
COC(=O)c1cc(S(=O)(=O)NCC2CCN(Cc3ccc(Cl)cc3)CC2)cn1C	-1%	-11	691	i	22
Cc1ccc2c(C)c(C(=O)N(Cc3ccncc3)CC3CCCO3)oc2c1C (stereo not drawn)	3%	-24	656	i	35
c1ccc(-c2nc3ccccc3[nH]2)cc1	2%	-6	784	i	20
Cn1c(SCC(=O)Nc2ccc3[nH]c(=O)[nH]c3c2)nnc1-c1ccccc1	-3%	-4	715	i	66
CCCn1nc(C(=O)NNC(=O)c2cccc(S(=O)(=O)NC(C)C)c2)c2ccccc2c1=O	6%	5	840	i	13
COc1ccc(-n2c(SCC(=O)Nc3ccc(C(=O)O)cc3)nnc2-c2ccccc2)cc1OC	-5%	7	753	i	20
Cc1ccnc(NC(=O)CCC(=O)N(CC(=O)NCc2ccccc2)Cc2ccccc2)c1	8%	20	783	i	23
Cn1c(SCC(=O)NC2CCCC2)nnc1-c1ccco1	-6%	-4	760	i	9
Cc1cc(COc2ccccc2)oc1C(=O)O	-4%	-9	791	i	63
CC(=O)c1ccccc1OCCn1nc(C(=O)O)c2ccccc2c1=O	-4%	-19	807	i	30
CCCc1ccc(S(=O)(=O)N(C)S(=O)(=O)c2ccc(F)cc2)cc1	3%	-72	818	i	52
COc1ccc(CN2CCC(Oc3ccc(C(=O)N4CCCC4)cc3)CC2)c(F)c1	-2%	-47	657	i	64
COc1cccc(NC(=S)NCc2ccc(F)cc2)c1	7%	-1	818	i	58
O=c1[nH]c(C2CCN(S(=O)(=O)c3cccc(C(F)(F)F)c3)CC2)nc2c1nnn2Cc1cccc(F)c1	9%	-2	832	i	32
O=C(O)c1ccc(Nc2ccc3nonc3c2[N+](=O)[O-])cc1	-5%	-1	754	i	54
COC(=O)CN1C(=O)[C@H]2[C@@H](/C=C/c3ccccc3)N3C(=O)CN(CC4CC4)C(=O)[C@@]3(Cc3ccccc3)[C@H]2C1=O	1%	-15	760	i	18
COc1cc(OC)cc(C(=O)NCC(=O)NC(C)CCc2ccccc2)c1 (stereo not drawn)	6%	-20	854	i	25
O=C(NCc1cc(C(F)(F)F)ccc1F)C1CCC(=O)N(C2CCCCCC2)C1 (stereo not drawn)	6%	23	726	i	29
COc1cccc(O)c1CN1CCC(n2nccc2NC(=O)c2ccc3c(c2)OCO3)CC1	-3%	23	723	i	7
CCOC(=O)C(C)Sc1nnc2c3ccccc3n(C)c2n1 (stereo not drawn)	10%	-1	786	i	43

Some of these compounds in order of their number in T cell HTS vesicle-bound %, low to high.
Compound	T cell HTS vesicle-bound %
COC(=O)c1cc(S(=O)(=O)NCC2CCN(Cc3ccc(Cl)cc3)CC2)cn1C	22
O=C(O)c1ccc(Nc2ccc3nonc3c2[N+](=O)[O-])cc1	54
COc1ccc(CN2CCC(Oc3ccc(C(=O)N4CCCC4)cc3)CC2)c(F)c1	64

Further structures
SMILES	PhoP inhibition	Hep lipid drop	Hep lipid drop cells 6.5 µM	T cell HTS	T cell HTS vesicle-bound %
COc1cc(-c2nc3ccccn3c2N)ccc1O	-2%	1	796	i	58
CCC(Oc1ccccc1OC)C(=O)Nc1ccc2c(c1)OCCO2 (stereo not drawn)	6%	0	818	i	44
CCCc1nc(C)cc(N2CCN(c3ccccc3)CC2)n1	-6%	-16	843	i	61
O=S(=O)(c1ccccc1)C1(C2CC(c3ccccc3)=NO2)CC(O)C1 (stereo not drawn)	9%	1	795	i	5
CN(CC(=O)N(CCO)Cc1ccccc1)S(=O)(=O)c1ccc2c(c1)c(=O)n(C)c(=O)n2C	-2%	22	718	i	6
Cc1ccc(NC(=O)C(=O)NCCCN2CC(C(=O)O)CC2=O)cc1 (stereo not drawn)	3%	0	788	i	8
CCOC(=O)c1nn(-c2ccc(F)cc2)c(=O)c(C#N)c1C	-5%	-3	799	i	48
CCOC(=O)c1cnc(SCC(=O)NNC(=O)c2ccco2)nc1N	3%	1	829	i	22
COc1ccc(NC(=O)NNC(=O)CCc2ccc(O)c(O)c2)cc1OC	2%	-1	822	i	9
CCc1nnc(NC(=O)CN2CCN(CC)CC2)s1	-5%	6	803	i	67
COc1ccc(CC(=O)Nc2ccc(N(C)C)c3ccccc23)cc1	-3%	21	830	i	51
CCOC(=O)c1c(C)[nH]c(C)c1S(=O)(=O)NCc1cc(C)ccc1C	-11%	-16	743	i	33
CCOC(=O)c1ccc(NC(=O)CCc2nnc3ccc(N4CCCC4)nn23)cc1	-8%	-21	777	i	17
CCn1c(=O)c(C(=O)NC(C)c2ccccc2)c(O)c2ccccc21 (stereo not drawn)	13%	-12	787	i	59
COc1cccc(NC(=O)C2CCN(C(=O)[C@@H]3Cc4ccccc4CN3C(=O)OC(C)(C)C)CC2)c1	-5%	-15	750	i	6
CC(C)(C)c1ccc(OCC(=O)Nc2ccc(C(=O)Nc3ccccc3C(=O)O)cc2)cc1	-5%	-1	837	i	6
NNc1nc2c(-c3cccc(C(F)(F)F)c3)nnn2c2ccccc12	51%	-40	864	i	8
CC(=O)c1ccc(NC(=O)c2cc(CC(C)C)nc3ccccc23)cc1	11%	-2	813	i	53
O=C(O)CCCC(=O)Nc1ccc(S(=O)(=O)Nc2nccs2)cc1	18%	4	858	i	32
O=C(CCN1C(=O)/C(=C/c2ccccc2)SC1=S)N1CCCCCC1	4%	-11	834	i	29
Brc1ccc(-n2cnc(-c3ccccc3)c2)cc1	5%	4	813	i	47
CCN(Cc1ccccc1)C(=O)CCNS(=O)(=O)c1ccc2c(c1)CC(C)N2C(C)=O (stereo not drawn)	-7%	11	710	i	11
Cc1ccc(N2CC(C(=O)N3CCC(C(=O)NCCCOC(C)C)CC3)CC2=O)cc1 (stereo not drawn)	2%	-2	803	i	27
COc1ccc(OCCOCCN2CCN(C)CC2)cc1	5%	12	832	i	44
COc1ccccc1N(CC(O)CN1CCCC1)S(=O)(=O)c1ccccc1 (stereo not drawn)	5%	-1	810	i	18
Cc1coc2c(C)c3oc(=O)c(CCC(=O)N[C@@H](C)C(=O)N[C@@H](Cc4ccccc4)C(=O)O)c(C)c3cc12	6%	-3	819	i	15
COc1ccc2c(ccc[n+]2CC(=O)c2ccc(C)cc2)c1	-4%	2	781	i	62
CCc1nnc(NC(=O)CSc2nc(C)nc3c2c(=O)n(C)c(=O)n3C)s1	2%	-2	805	i	72
COc1ccc(-c2ccc(SCC(=O)NC3CCCC3)nn2)cc1OC	-1%	-6	659	i	25
CS(=O)(=O)N(CC(=O)Nc1ccccc1F)C1CCCCC1	-6%	-2	773	i	8
CCCC(=O)Nc1ccc(NC(=O)c2cccc(OC)c2)cn1	6%	-3	784	i	45
CNS(=O)(=O)c1cn(CC(=O)NCc2ccccc2OC)cc1S(=O)(=O)NC	-7%	1	838	i	62
COCCN1C(=O)N(c2cccc(OC)c2)C(=O)C1CC(=O)Nc1ccc(OC)cc1 (stereo not drawn)	6%	-7	841	i	57
Cc1cccn2c(=O)c(C=O)c(N3CCN(C)CC3)nc12	-1%	0	783	i	16
CC(=O)Nc1ccc(NC(=O)CS(=O)(=O)c2cn(CC(=O)N3CCCCC3)c3ccccc23)cc1	-1%	-2	552	i	40
C/C(=N\Nc1nc(C)cc(-c2ccccc2)n1)c1ccc(O)cc1	-2%	-13	839	i	54
CC1CCCCC1NC(=O)c1ccncc1 (stereo not drawn)	-1%	3	826	i	19
COc1ccc(-n2c(C)cc(/C=C3\C(=N)N4N=C(CC(=O)N5CCOCC5)SC4=NC3=O)c2C)cc1	0%	-2	746	i	3
CCn1cc(CN2CCC(n3nccc3NC(=O)c3ccc4c(c3)OCO4)CC2)c(C)n1	0%	-3	666	i	44
O=C(CCc1nnc2ccc(NCc3ccccc3)nn12)NC1CCCCC1	3%	-9	740	i	47
CCOC(=O)c1c(S(=O)(=O)NCC(=O)Nc2cccc(C)c2)c(C)n(C)c1C	3%	-8	742	i	28
CC(=O)c1ccc(OCC(=O)NC(=O)NC2CCCCC2)cc1	10%	-12	823	i	34
Cn1c(CNC(=O)CNC(=O)Cc2ccc(Cl)cc2)cc(=O)n(C)c1=O	-5%	1	690	i	24
CCCCn1c(-c2ccc(Br)cc2F)nc2c1c(=O)[nH]c(=O)n2CC(C)C	5%	-30	750	i	33
COc1cccc(CCC(=O)N2CCC(n3nccc3NC(=O)CC(C)C)CC2)c1	-5%	-5	749	i	20
O=C(O)CC1(CC(=O)NCc2cccc(Cl)c2)CCCCC1	-5%	-1	398	i	27
O=C(CN(Cc1ccc(Br)cc1)S(=O)(=O)c1ccccc1)NCc1ccccn1	1%	4	642	i	34
CCOC(=O)N1CCC(NC(=O)CC2C(=O)NCCN2Cc2ccccc2)CC1 (stereo not drawn)	8%	0	681	i	30
CCOC(=O)C1CCN(C(=O)c2ccc3nc(-c4ccc(OC)cc4)c(-c4ccc(OC)cc4)nc3c2)CC1	-7%	-11	694	i	31
CCOc1ccc(CCNC(=O)CN2C(=O)CCSc3ccccc32)cc1OCC	-7%	42	685	i	44
Cc1ccc(-c2noc(C3CCCN(C(=O)c4ccc(Cl)cc4)C3)n2)o1 (stereo not drawn)	6%	-48	758	i	3
CC(NC(=O)c1ccccc1Cl)NC(=O)c1ccccc1Cl	9%	26	808	i	55
Cc1ccccc1C(=O)NNC(=O)C1CCN(c2ncccn2)CC1	-4%	3	716	i	35
O=C(N1CCOCC1)N1CCN(S(=O)(=O)c2ccc(Cl)cc2)C1	4%	12	556	i	42
Cc1cc(C)cc(C(=O)OCC(=O)N2CCCC2)c1	-6%	2	815	i	23
COc1ccc(S(=O)(=O)N2CCN(CCc3ccccc3)CC2)c(OC)c1	1%	0	823	i	61
CCOCCn1c(CN2CCN(C(c3ccccc3)c3ccccc3)CC2)nc2c1c(=O)n(C)c(=O)n2C	0%	1	851	i	19
COc1ccc(C(=O)NNC(=O)C(=O)NC2CCCCC2)cc1	-2%	8	765	i	37
CCOc1ccc(/C=N/NC(=O)c2cc(-c3ccccc3)nc3ccccc23)cc1O	6%	12	837	i	32
Cc1cc(O)c(C(=O)/C=C/c2ccc(Cl)cc2)c(=O)o1	4%	12	944	i	20
Additional structures
SMILES	PhoP inhibition	Hep lipid drop	Hep lipid drop cells 6.5 µM	T cell HTS	T cell HTS vesicle-bound %
CC(=O)c1c(C)[nH]c(C(=O)Nc2ccccc2Cl)c1C	-5%	-29	715	i	38
COc1ccc(C)cc1-n1c(SCC(=O)NCC2CCCO2)nc2c([nH]c3ccccc32)c1=O (stereo not drawn)	-2%	-19	685	i	32
CCOc1ccccc1NC(=O)CN1CCN(C(=O)C2CCCO2)CC1 (stereo not drawn)	-3%	28	879	i	10
CCCCC(NC(=O)Cc1c(C)c2cc3c4c(oc3c(C)c2oc1=O)CCCC4)C(=O)O (stereo not drawn)	-5%	-3	760	i	21
CCN1CCN(C(=O)C2COc3ccccc3O2)CC1 (stereo not drawn)	8%	-17	857	i	37
CNc1nc(Cl)c(SC)c(NCc2cccc(OC)c2)n1	0%	18	835	i	57
CC(C)NC(=O)C(C)N1CCN(S(=O)(=O)c2ccc3ccccc3c2)CC1 (stereo not drawn)	-1%	-3	803	i	51
COc1cccc(NC(=O)CN2C(=O)NC(c3ccccc3)(c3ccccc3)C2=O)c1	0%	-8	787	i	23
Cc1cccc(N(C(=O)CNC(=O)c2ccco2)C(C(=O)NC2CCCCC2)c2cccnc2)c1 (stereo not drawn)	2%	-8	804	i	16
c1ccc(C[C@H]2CN=C(Nc3ccccc3)N2CCCC2CCCC2)cc1	-14%	-9	701	i	20
Cc1cccc(OCC(=O)NCCNC(=O)c2cccnc2)c1	-1%	10	831	i	14
COc1cc(-c2nc(CN3CCN(C(=O)c4ccco4)CC3)c(C)o2)ccc1F	-2%	-26	701	i	69
COc1cccc(CNS(=O)(=O)c2cc(-c3cc(C)no3)ccc2C(C)C)c1	-4%	-32	785	i	35

Part of the list above in order of molar mass, smallest number first:
SMILES	PhoP inhibition	Hep lipid drop	Hep lipid drop cells 6.5 µM	T cell HTS	T cell HTS vesicle-bound %
CC(C)NC(=O)C(C)N1CCN(S(=O)(=O)c2ccc3ccccc3c2)CC1 (stereo not drawn)	-1%	-3	803	i	51
COc1cccc(NC(=O)CN2C(=O)NC(c3ccccc3)(c3ccccc3)C2=O)c1	0%	-8	787	i	23
COc1ccc(C)cc1-n1c(SCC(=O)NCC2CCCO2)nc2c([nH]c3ccccc32)c1=O (stereo not drawn)	-2%	-19	685	i	32

Bioassay records (PubChem BioAssay)
